14-3-3 Bad inh: disrupts binding of bovine 14-3-3 zeta to phospho-Bad peptide. P63103. TR-FRET 14-3-3zeta/Dy647-pBad peptide displacement, 1 h. 0.71% of 220,000 active. inhibition, % at 21.7 µM;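 active means inhibition above about 70%, limit read from the data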;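 further: 0% = full 14-3-3 plus peptide FRET controls and 100% = background without 14-3-3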
eIF4E-4G inh: blocks eIF4E binding to eIF4G | 0.37% of 220,000 active | inhibition, % at 21.7 µM | P63073+Q04637 | TR-FRET eIF4E-eIF4GI(517-606) binding, 2 h;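 active means inhibition above about 30%, limit read from the data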;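 further: 0% = full FRET control wells and 100% = background wells lacking eIF4GI fragment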
hK5 inh: blocks human kallikrein 5 protease activity; 0.59% of 210,000 active; recombinant hK5, fluorogenic AMC substrate cleavage; AID 873; inhibition, % at 5 µM;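 active means inhibition of 40% or more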;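 further: 0% = enzyme controls without compound and 100% = no-enzyme blanks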
Wee1 stabilizer: blocks degradation of human Wee1 kinase. P30291. HeLa Luc-Wee1K328M stability, luciferase luminescence; 100% = proteasome inhibitor MG132 effect. reporter increase, % at 5 µM. 1.2% of 220,000 active;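 active means activation above the mean of all tested compounds plus 3 SD, set per screening run, cut at about 8.8% in these data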;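 further: cells exposed to compound for 20 h before luminescence read; 0% = DMSO alone and 100% = MG132 at 30 µM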
p97 inhibitor: blocks human p97 ATPase activity; recombinant p97 ATPase, Kinase-Glo ATP luminescence, 3 h; inhibition, % at 8 µM; 0.42% of 220,000 active; in the data active means inhibition above about 15%;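 further: 0% = DMSO vehicle and 100% = wells lacking enzyme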
FXIa inh 1536: blocks human coagulation factor XIa protease activity; 0.14% of 220,000 active; inhibition, % at 5 µM; P03951; purified FXIa, Boc-Glu-Ala-Arg-AMC fluorogenic substrate; AID 798;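 active means inhibition of at least 40%; inactive means inhibition below 40%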;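 further: fluorescence of freed AMC excited at 355 nm; 0% = enzyme without compound and 100% = no enzyme blank; many of its hits are not listed in these tables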
Rad51 HR inh: Rad51 (human) homologous recombination inhibition; Q06609; hRad51 DNA strand exchange, fluorescence dequenching; inhibition, % at 10 µM; 0.085% of 200,000 active; AID 1385;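 active means inhibition above 40% at the single screening dose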;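 further: 0% = DMSO control wells and 100% = blanks with heterologous ssDNA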
Target sequence (Q06609 whole entry, looked up): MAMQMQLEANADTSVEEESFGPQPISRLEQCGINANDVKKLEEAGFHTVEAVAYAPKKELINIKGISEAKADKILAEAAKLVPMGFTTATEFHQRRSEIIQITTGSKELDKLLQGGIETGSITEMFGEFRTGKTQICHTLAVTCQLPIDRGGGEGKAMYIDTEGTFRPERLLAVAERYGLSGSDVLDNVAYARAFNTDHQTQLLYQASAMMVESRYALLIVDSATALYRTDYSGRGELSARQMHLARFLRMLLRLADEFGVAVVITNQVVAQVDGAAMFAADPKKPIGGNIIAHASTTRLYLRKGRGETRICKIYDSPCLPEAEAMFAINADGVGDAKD
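Material: Human Rad51 nucleoprotein filaments preassembled on unlabelled ssDNA | Also added: Labelled 47-mer dsDNA for strand exchange | Dosing: Single dose, 10 µM final compound | Schedule: 30-min compound preincubation and 15-min exchange, both room temperature | Technique: Fluorescence dequenching at 485/520 nm | Measure: Percent inhibition relative to plate controls and blanks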
Mdm2 ligase inh: Mdm2 E3 ligase (human) inhibition. Q00987. cell-based MDM2 ubiquitination luciferase reporter, 2 h; 0 = plate control, 100 = twice control, blank-subtracted. signal enhancement, % at 5 µM. 0.11% of 210,000 active. AID 1230;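 active means signal enhancement of 30% or more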;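 further: luminescence tracks abundance of the self-degrading MDM2-luciferase fusion protein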
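test system = mammalian cells stably expressing self-ubiquitinating, self-degrading MDM2 E3–luciferase fusion | quantity = 2000 cells/well | incubation = cell settling 4 h, compound treatment 2 h, both 37 °C | signal = luminescence with SteadyLite reagent, 15 min at room temperature | evaluation = % enhancement relative to plate controls after blank subtraction | benchmarks = plate controls and plate blanks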
FXIIa inh 1536: blocks human coagulation factor XIIa protease activity | purified FXIIa, Boc-QGR-AMC fluorogenic substrate, 2 h | inhibition, % at 5 µM | 0.3% of 220,000 active; in the data active means inhibition above about 40%;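 further: 0% = enzyme with no compound and 100% = blank without enzyme; many of its hits are not listed in these tables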
Target sequence (P00748 20-372 limits assumed): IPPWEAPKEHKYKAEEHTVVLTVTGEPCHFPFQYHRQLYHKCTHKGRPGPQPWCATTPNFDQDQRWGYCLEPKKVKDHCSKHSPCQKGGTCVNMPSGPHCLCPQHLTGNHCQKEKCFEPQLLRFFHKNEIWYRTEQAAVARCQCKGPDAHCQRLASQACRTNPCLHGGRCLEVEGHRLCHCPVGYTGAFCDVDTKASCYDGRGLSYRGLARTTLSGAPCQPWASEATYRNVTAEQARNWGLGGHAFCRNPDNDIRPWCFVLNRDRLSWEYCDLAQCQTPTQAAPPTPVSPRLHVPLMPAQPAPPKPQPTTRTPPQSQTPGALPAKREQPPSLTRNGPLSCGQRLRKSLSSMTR
Target sequence (P00748 373-615 limits assumed): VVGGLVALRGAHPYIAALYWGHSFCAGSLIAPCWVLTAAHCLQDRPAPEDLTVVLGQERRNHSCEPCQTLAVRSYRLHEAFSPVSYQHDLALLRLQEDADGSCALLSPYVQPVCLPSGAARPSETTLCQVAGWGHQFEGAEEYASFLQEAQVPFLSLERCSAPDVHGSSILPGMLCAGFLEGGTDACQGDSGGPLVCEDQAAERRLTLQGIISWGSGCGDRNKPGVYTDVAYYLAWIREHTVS
Active calls of the source: *; / = not tested or not shown; [ ] = another dose, or the depositor's remark.

SMILES | 14-3-3 Bad inh | eIF4E-4G inh | hK5 inh | Wee1 stabilizer | p97 inhibitor | FXIa inh 1536 | Rad51 HR inh | Mdm2 ligase inh | FXIIa inh 1536
COCCN(C(=O)CCC(=O)Nc1ccccn1)C(C(=O)NC1CCCC1)c1ccc(OC)cc1 (stereo not drawn) | -6 | 3 | -20 | -4 | -1 | 5 | -9 | -14 | 12
Cc1ccc(OC(=O)Nc2ccccc2)cc1 | -9 | -2 | 1 | 6 | 1 | 0 | 0 | -17 | 9
Cc1c(N=Cc2ccncc2)c(=O)n(-c2ccccc2)n1C | -4 | -3 | 5 | 3 | 0 | 17 | -8 | -5 | 11
N/C(=N\OC(=O)c1cc(Br)ccc1Cl)c1cccnc1 | -3 | -3 | -29 | -1 | -1 | -9 | 11 | -11 | -11
COc1ccccc1S(=O)(=O)Nc1cccc(-c2nnc3n2CCCCC3)c1 | 4[fluorescence artefact?] | 4[fluorescence artefact?] | -6 | 1 | 2 | 4 | 12 | -61 | 26
CN1CCN(S(=O)(=O)c2cccc(C(=O)O)c2)CC1 | -15 | 2 | -1 | -1 | 6 | -3 | 5 | 6 | 3
COc1cccc(C2=CC(c3ccc(N(C)C)cc3)n3ncnc3N2)c1 (stereo not drawn) | -8 | 1 | -52 | 1 | -4 | 4 | -8 | -20 | 7
CCOCC(=O)Nc1cccc(NC(C)=O)c1 | -7 | 3 | 0 | -2 | -9 | -9 | 19 | -15 | 2
Cc1ccc(CC2CC(=O)N(c3ccncc3)C2=O)cc1 (stereo not drawn) | 10 | -1 | 8 | 0 | -2 | -25 | 3 | -9 | 3
CCN(CC)S(=O)(=O)c1ccc(-c2nnc(SCC(=O)c3ccc(OC)cc3)o2)cc1 | 4 | -3[fluorescence artefact?] | -9 | 0 | -3 | -1 | -4 | -7 | 16
Cc1cccc(-n2ncc3c(NCc4ccc5c(c4)OCO5)ncnc32)c1 | 19 | 5 | -14 | 1 | 1 | 1 | -4 | -11 | 8
COCc1[nH]nc2c1C1(CCSCC1)C(C#N)=C(N)O2 | -7 | -1 | 1 | -2 | 7 | 3 | 0 | -9 | 13
Cc1ccccc1OCC(=O)NCCN(C)C | 9 | -10 | -32 | -2 | -2 | -6 | / | -6 | -2
CCN1C(=O)C(O)(CC(=O)/C=C/C=C/c2ccccc2)c2ccccc21 (stereo not drawn) | -1 | 3[fluorescence artefact?] | 5 | 0 | -3 | 1 | / | -3 | 3
COc1cc2c(=O)c(-c3ccc(O)cc3)coc2cc1OC1OC(CO)C(O)C(O)C1O (stereo not drawn) | -2 | 1 | -10 | -3 | 6 | -2 | 0 | / | 11
Nc1ccc(Cc2nc3c(ccc4ccccc43)[nH]2)cc1 | -20 | -2 | 3 | 1 | 6 | 3 | -3 | 2 | 12
COc1ccc(/C=C/C(=O)NCCc2nc3ccccc3[nH]2)cc1 | 2 | 4 | -3 | -1 | -4 | -7 | -4 | -16 | 7
CN(C)c1ccc(C(=S)N2CCN(c3ccccc3)CC2)cc1 | 6 | 7 | -12 | -1 | 2 | 1 | 14 | -7 | 6
CCCCNC1=NCCS1 | -8 | -1 | -8 | -3 | 1 | -2 | 4 | -5 | -8
O=C(CSc1ncn(-c2ccccc2)n1)c1cccs1 | 6 | -2 | -4 | 0 | -8 | -1 | 68* | -17 | 22
COc1cc(C)c(S(=O)(=O)N2CCN(C)CC2)cc1C | 10[fluorescence artefact?] | -1 | -32 | -2 | 1 | 1 | 1 | -7 | -4
CCOC(=O)c1c(C)[nH]c(N=Nc2ccc(OC)cc2)c1C | 29 | -7 | -2 | -2 | -5 | 0 | / | / | 5
CCOc1cc(C2/C(=C(/O)c3ccc(OC)cc3)C(=O)C(=O)N2CC2CCCO2)ccc1O (stereo not drawn) | -7 | 4 | -3 | -1 | 10 | 0 | 13 | -9 | 5
CC(C)=CCC/C(C)=C/C=N/NC(=O)c1ccc([N+](=O)[O-])cc1 | -7 | -1 | -3 | -1 | 6 | 2 | 3 | 3 | 6
CCC(C)(C)NC(=O)C(Sc1ccccc1)c1ccccc1 (stereo not drawn) | 3 | 2 | / | -1 | -2 | 0 | / | -17 | 12
COc1ccc(N2C(=O)NC(NC(=O)c3cccnc3)(C(F)(F)F)C2=O)cc1 (stereo not drawn) | -3 | -6 | 2 | 3 | -6 | -4 | -13 | -9 | 5
CC(C)OC(=O)C(CC(=O)O)NCc1ccccc1 (stereo not drawn) | 1 | -4 | 2 | -2 | 4 | -4 | 3 | -15 | 24
CCN(CC)C(=O)c1cc2c(=O)n3cccc(C)c3nc2n1C | / | / | -81 | -3 | 2 | 3 | 0 | -19 | 14
Nc1nc(N2CCOCC2)nc(N(c2ccccc2)c2ccccc2)n1 | 2 | 1 | 2 | -1 | 4 | 2 | -5 | -15 | 9
CC1(C)CC(=O)C(C(=O)CCCCC(=O)C2C(=O)CC(C)(C)CC2=O)C(=O)C1 | 1 | 1 | 3 | -1 | 3 | -6 | -5 | -19 | 8

Filtered by structure, those above with a halogen
SMILES | 14-3-3 Bad inh | eIF4E-4G inh | hK5 inh | Wee1 stabilizer | p97 inhibitor | FXIa inh 1536 | Rad51 HR inh | Mdm2 ligase inh | FXIIa inh 1536
N/C(=N\OC(=O)c1cc(Br)ccc1Cl)c1cccnc1 | -3 | -3 | -29 | -1 | -1 | -9 | 11 | -11 | -11
COc1ccc(N2C(=O)NC(NC(=O)c3cccnc3)(C(F)(F)F)C2=O)cc1 (stereo not drawn) | -3 | -6 | 2 | 3 | -6 | -4 | -13 | -9 | 5

Remaining list, next part.
SMILES | 14-3-3 Bad inh | eIF4E-4G inh | hK5 inh | Wee1 stabilizer | p97 inhibitor | FXIa inh 1536 | Rad51 HR inh | Mdm2 ligase inh | FXIIa inh 1536
O=C(OCc1ccccc1)N1CCOCCOCCN(C(=O)OCc2ccccc2)CCOCCOCC1 | -8 | 5 | -10 | 3 | -5 | 5 | 5 | -17 | 18
COc1ccc(/C=C2\N=C(c3ccccc3)NNC2=O)cc1 | -2 | 3 | 0 | -1 | 1 | -2 | 2 | -5 | 8
Cc1ccc(Nc2nc(NCCCN3CCOCC3)nc(N)c2[N+](=O)[O-])cc1 | -1[fluorescence artefact?] | -1 | 1 | 5 | -5 | 20 | 28 | 2 | 13
Cc1ccc2[nH]c(=O)c(Cc3ccccc3)c(O)c2c1 | -2 | 1 | 1 | -1 | 6 | 6 | 9 | 7 | 9
COC(=O)c1cc(NC(=O)Cc2ccc(OC)cc2)cc(C(=O)OC)c1 | -5 | -2 | -5 | 2 | -8 | 4 | 8 | -14 | 16
CCOc1ccc(CNC(=O)CCCc2cn(C)c3ccccc23)cc1OC | -2[fluorescence artefact?] | 0 | -11 | -3 | -1 | -3 | / | / | -2
CCC(C)NC(=O)c1ccc(CS(=O)(=O)Cc2ccc(Cl)cc2)o1 (stereo not drawn) | 1[fluorescence artefact?] | -7[fluorescence artefact?] | -9 | -1 | 2 | 7 | -6 | 5 | 11
CC[n+]1ccc(C)c2cc(S(=O)C(F)(F)F)ccc21 (stereo not drawn) | -1 | -7 | -17 | -1 | 5 | 2 | -7 | -20 | 8
O=C(CN(Cc1cccs1)C(=O)CNS(=O)(=O)c1ccccc1)NC1CCCC1 | -7 | 2 | 20 | -1 | -18 | -1 | 11 | -13 | 9
COc1cc(/C=N/NC(=O)c2ccc(Cl)cc2)ccc1OCC(=O)N1CC(C)OC(C)C1 (stereo not drawn) | -10 | -1 | -5 | -3 | 3 | -7 | -1 | 5 | 5
CC(=O)N(C)c1ccc(NC(=O)Nc2ccc(C)c(C)c2)cc1 | -1 | -1 | / | 6 | -4 | -2 | / | -11 | 5
Cc1ccc(CNC2=NCCCCC2)n1C | -4 | 1[fluorescence artefact?] | -1 | -4 | 3 | -7 | -12 | 1 | -7
O=C(Nc1ccccc1)N1CCC(c2nc(-c3ccc(S(=O)(=O)N4CCOCC4)cc3)no2)CC1 | / | / | -7 | 1 | 2 | -1 | 6 | -13 | -1
CC(/C=C/c1ccc(O)cc1)=N/O | -12 | 0 | -11 | -2 | -1 | -4 | 2 | -7 | 2
CCOC(=O)c1ccc2c(c1)nc(COc1ccc(OC)cc1)n2CC | 1 | 8 | 4 | 2 | -4 | 3 | 0 | -12 | 13
O=C(Nc1nnc(CCN2CCCCC2)s1)c1ccc(Cl)cc1Cl | 12 | 1 | 0 | 0 | 0 | 1 | / | -6 | 8
O=C(NC1CCCc2ccccc21)c1n[nH]c(=O)c2ccccc12 (stereo not drawn) | -4 | 3 | -4 | 3 | 0 | -5 | -14 | -8 | 5
CC(C)(C)c1ccc(NC(=O)COC(=O)C2=COCCO2)cc1 | 2 | 11 | -23 | 1 | 5 | 18 | 9 | -61 | 29
Cc1ccc(C2C=NN(c3ccccc3)C2=O)cc1 (stereo not drawn) | -8 | -3 | 3 | 4 | 7 | -1 | 0 | -1 | 9
N#Cc1cn(-c2ccccc2)nc1-c1ccccc1 | 2 | -1 | -1 | -1 | 2 | 6 | 9 | -3 | 9
CCC(C)C(NC(=O)c1ccc(Cl)cc1)C(=O)Nc1cccnc1 (stereo not drawn) | 2 | 1 | -5 | 4 | -6 | -4 | -6 | 0 | 4
C=CCNC(=O)CN(c1ccccc1OCC)S(=O)(=O)c1ccc(C)cc1 | -3 | 4[fluorescence artefact?] | -6 | -1 | -1 | 0 | -5 | -19 | 7
CC(=O)N/C(=C/c1ccc2c(c1)OCO2)C(=O)NCC(=O)O | -3 | 4 | -7 | -2 | 2 | -2 | 6 | -24 | 11
CCOCC(=O)N(CC)Cc1ccccc1 | -1 | -3 | -1 | -1 | -3 | -3 | 11 | -14 | 4
COCc1cc(C)nc(Oc2ccccc2)c1C#N | -5 | -1 | 1 | 0 | -3 | -4 | 5 | -4 | 3
Cc1ccc(Cn2ccc(NC(=O)CCSc3nc(-c4ccco4)cc(C(F)(F)F)n3)n2)cc1 | 5 | 1 | -8 | 3 | 2 | -6 | -1 | -2 | 2
CCN1/C(=C\C(=S)Nc2ccccc2)Sc2ccccc21 | -174 | -94 | 3 | 3 | 4 | 0 | -1 | -24 | 4
CC(=Nc1ccccc1)C1=C(O)CCCC1=O | -1 | -4 | 1 | 3 | 3 | -2 | -4 | -9 | -2
CCCC12CN3CCN(CC(C3)/C1=N\NC(=O)Nc1ccccc1)C2 | -22[fluorescence artefact?] | -5 | -3 | 10.0* | 1 | 3 | / | -7 | 10

By substructure: the entries above with a COOH group
SMILES | 14-3-3 Bad inh | eIF4E-4G inh | hK5 inh | Wee1 stabilizer | p97 inhibitor | FXIa inh 1536 | Rad51 HR inh | Mdm2 ligase inh | FXIIa inh 1536
CN1CCN(S(=O)(=O)c2cccc(C(=O)O)c2)CC1 | -15 | 2 | -1 | -1 | 6 | -3 | 5 | 6 | 3
CC(C)OC(=O)C(CC(=O)O)NCc1ccccc1 (stereo not drawn) | 1 | -4 | 2 | -2 | 4 | -4 | 3 | -15 | 24
CC(=O)N/C(=C/c1ccc2c(c1)OCO2)C(=O)NCC(=O)O | -3 | 4 | -7 | -2 | 2 | -2 | 6 | -24 | 11
